Compound activity deposited in PubChem BioAssay by several laboratories.
Dengue-2 NS5 capping: Dengue-2 NS5 methyltransferase inhibitors, primary screen, biochemical, confirmation dose response (AID 588689). inhibition, % at 25 µM, or IC50 in µM where a hit was titrated. 340,000 compounds, 0.3% hits. Dengue-2 NS5 methyltransferase capping enzyme assay, biochemical; higher % means a stronger effect; in the data active = a potency from the dose series; inconclusive = inhibition above about 29% without an active follow-up result
K1F lysis inhibition: protection from phage-mediated lysis, alamar blue read-out – E. coli UTI89, K1F phage, bacterial capsule biogenesis inhibitors (AID 488966); E. coli UTI89 K1F phage lysis, alamar blue, 2 h; higher % means a stronger effect; one-dose inhibition, % at 100 µM; IC50 in µM for titrated hits; 340,000 compounds, 0.02% hits;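 active = phage lysis inhibition, versus mean bacterial control, above a set limit; inconclusive = no clear call, values can overlap the other calls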;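 also: capsule biogenesis inhibitors block K1F phage lysis so surviving cells raise fluorescence; higher fluorescence means more inhibition of phage lysis; actives were called in the ten point dose series up to 300 µM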
RSV antiviral HEp-2: RSV antiviral activity via CPE protection, HEp-2 cells, primary 10 µM value included (AID 2391). HEp-2 cells, RSV-induced CPE inhibition; higher % means a stronger effect. CPE inhibition, % at 10 µM, or IC50 in µM where a hit was titrated. 310,000 compounds, 0.13% hits; in the data active = a potency from the dose series; inconclusive = CPE inhibition mostly from about 23% at the one dose, without a potency; inactive = the rest, 99 in 100 with CPE inhibition below about 21%; also: strong numbers were not always called active
Rac1 GTP hydrolysis: MgcRacGAP GTPase-activating activity inhibitors, confirmation, biochemical, ADP Hunter fluorescence; MgcRacGAP-stimulated Rac1 GTP hydrolysis, ADP Hunter fluorescence; higher % means a stronger effect; GST-tagged Rac1 F28L mutant substrate; inhibition, % at 30 µM; hits with a dose series show IC50 in µM; 340,000 compounds, 0.6% hits; AID 624330;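 active = first-screen hits whose inhibition reached a set limit at any dose in the follow-up dose series; inconclusive = inhibition above the set first-screen limit but never retested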;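 also: fluorescence reports GDP produced by GAP-driven GTP hydrolysis; strong numbers were not always called active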
NTR1 agonist: agonists of NTR1, primary screen, imaging, U2OS cells, beta-arrestin-GFP, high content (AID 493036); activation, % at 20 µM; NTR1-U2OS beta-arrestin-GFP spot imaging, agonist mode; P30989; 330,000 compounds, 0.17% hits;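 active = activation at or above 40% of the spot to cytoplasm intensity ratio, with at least 20 cells analyzed; inconclusive = wells under 20 cells, flagged as cytotoxic or low count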;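 also: 0% = DMSO without peptide and 100% = 100 nM NTR1 peptide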
Target sequence (P30989 whole entry, looked up): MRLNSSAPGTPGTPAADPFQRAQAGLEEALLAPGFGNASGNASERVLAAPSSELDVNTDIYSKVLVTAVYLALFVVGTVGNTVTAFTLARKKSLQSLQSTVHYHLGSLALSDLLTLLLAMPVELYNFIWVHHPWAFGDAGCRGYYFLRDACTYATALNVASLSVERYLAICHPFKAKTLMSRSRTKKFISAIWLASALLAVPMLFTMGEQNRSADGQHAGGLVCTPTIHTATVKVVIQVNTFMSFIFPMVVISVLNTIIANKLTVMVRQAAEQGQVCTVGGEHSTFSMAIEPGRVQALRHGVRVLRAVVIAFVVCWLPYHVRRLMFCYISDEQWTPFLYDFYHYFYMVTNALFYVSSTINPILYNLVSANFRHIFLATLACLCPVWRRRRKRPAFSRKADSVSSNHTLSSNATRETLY
West Nile antiviral: inhibition of WNV-induced cytopathic effect – cell-based, CPE readout (AID 1621). West Nile virus-infected cells, CPE inhibition; higher % means a stronger effect. one-dose CPE inhibition, % at 10 µM; IC50 in µM for titrated hits. 290,000 compounds, 0.02% hits; in the data active = a potency from the dose series; inconclusive = CPE inhibition mostly from about 3.7% at the one dose, without a potency; inactive = the rest, 99 in 100 with CPE inhibition below about 2.2%; also: strong numbers were not always called active
SV40 large T antigen: SV40 large T antigen inhibitors, biochemical (AID 1903). SV40 large T antigen ATPase/helicase inhibition assay; higher % means a stronger effect. one-dose inhibition, % at 20 µM; IC50 in µM for titrated hits. 310,000 compounds, 0.39% hits; in the data active = a potency from the dose series; inconclusive = inhibition mostly from about 32% at the one dose, without a potency; inactive = the rest, 99 in 100 with inhibition below about 32%; also: strong numbers were not always called active
PhoP inhibition: PhoP-dependent GFP reporter repression – Salmonella Typhimurium, primary screen (AID 1863); inhibition, % at 50 µM; hits with a dose series show IC50 in µM; S. Typhimurium PhoP-regulated promoter GFP reporter, 4 h; higher % means a stronger effect; 300,000 compounds, 0.16% hits;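 active = inhibition over 29.93%, a cutoff 3 SD above the screen mean, later confirmed by dose response; inconclusive = inhibition over 29.93% but no dose response follow-up; inactive = inhibition at most 29.93% or unconfirmed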;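 also: 0% = low Mg2+ inducing control and 100% = high Mg2+ repressing control; strong numbers were not always called active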
T cell modulator: modulates CD8 T cell binding to vesicles | 2C CD8+ T cell-vesicle binding, flow cytometry; stronger effect = lower value | calls only at 7 µM | 330,000 compounds, 0.068% hits;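 active = response, share of CD8 T cells binding vesicles, and their 90th percentile fluorescence all below set limits, cut at about 80% in these data, passing the limit was not always enough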
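Incubation: binding step 1.5 h, 37 °C, antibody labelling 20 min, ice; system: murine 2C transgenic CD8+ T lymphocytes; technique: cytometric PE anti-B7-1 and Alexa647 anti-CD8 signals after 1% paraformaldehyde fixation; also added: QL9-charged Drosophila Ld/ICAM-1/B7-1 vesicles; control set: naked versus QL9-loaded vesicles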
T cell modulator vesicle-bound %: second read-out of T cell modulator, no call of its own (marks repeat the call); double positive events, %; measured here: CD8+ vesicle-bound cell fraction;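 binding gate set so that unloaded-vesicle control wells show 10% double positive cells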
NTR1 agonist cell count 20 µM: also measured in NTR1 agonist; calls as there; cell count; measured here: cell count, cytotoxicity flag
Numbers without * were called inactive; i = inactive; ? = inconclusive; · = no result given; [ ] = dose if it differs, or a comment.

Value order – Dengue-2 NS5 capping, K1F lysis inhibition, RSV antiviral HEp-2, Rac1 GTP hydrolysis, NTR1 agonist, NTR1 agonist cell count 20 µM, West Nile antiviral, SV40 large T antigen, PhoP inhibition, T cell modulator, T cell modulator vesicle-bound %
1	Cc1cc(C(=O)CN2C(=O)CN(C)C2=O)c(C)n1-c1cccc(S(=O)(=O)N2CCOCC2)c1
  -10%, i, 12%, -4%, 0.1, 43, -0.9%, 1%, -5%, i, 6
2	Cc1ccc(NC(=O)CCCn2nc(C)c3c(C)n(-c4ccccc4)nc3c2=O)c(Cl)c1
  -2%, -0.2%, 0.8%, 9%, 1.4, 55, -1.1%, 9%, 7%, i, 50
3	Cc1cccc(OCC(=O)NCC2CCCO2)c1C (stereo not given)
  -4%, 0.3%, 1.6%, 3%, -0.4, 81, 0.5%, ·, ·, i, 61
4	CCOC(=O)Cc1c(C)c2c(O)cc(O)cc2oc1=O
  -4%, -0.9%, 15µM*, 7%, -1.3, 82, 0.6%, 19%, 5%, i, 16
5	COc1ccccc1C(=O)Nc1ccc2c(c1)OCO2
  -1%, 1.3%, 0.4%, 10%, 1.4, 46, 0.4%, 16%, 4%, i, 10
6	CCOC(=O)COc1coc(CN2CCN(c3ccccc3)CC2)cc1=O
  9%, 0.1%, 1.3%, 7%, -1.3, 58, -0.2%, 9%, 4%, i, 34
7	CCOc1cc(NS(=O)(=O)c2ccc(NC(C)=O)cc2)c(OCC)cc1NC(=O)C(C)C
  -3%, -0.6%, 0.3%, -1%, 1.2, 80, 0.6%, 9%, -2%, i, 31
8	CC[C@]12c3[nH]c4ccc(Cl)cc4c3CCN1C(=O)[C@@H](CC(=O)NCc1cccc(C(F)(F)F)c1)C[C@@H]2C(=O)N1CCN(C(=O)c2ccco2)CC1
  -5%, 0.9%, ·, 3%, 5.1, 50, ·, ·, ·, ·, ·
9	O=C(CCl)Nc1ccc(N2CCCCCC2)cc1
  10%, 0.0%, -4.2%, ?, 0.5, 40, 3.4%, 19µM*, 8%, i, 63
10	CC1(C)Cc2cccc(OCC(=O)Nc3ccc(OCC(N)=O)cc3)c2O1
  1%, 0.5%, -1.4%, 4%, -0.6, 76, 0.4%, 29%, 2%, i, 45
11	CC1SC(c2ccc(F)cc2)N(CCc2ccccc2)C1=O (stereo not given)
  -9%, 0.2%, 0.8%, 9%, 0.3, 115, -0.9%, 5%, -2%, i, 54
12	CC(/C=C/c1cccc([N+](=O)[O-])c1)=N/NC(=O)c1cccnc1
  1%, -1.6%, 0.9%, 7%, -1.2, 56, -0.6%, 1%, 3%, i, 29
13	CC(OC(=O)c1oc2ccccc2c1COc1ccccc1)C(N)=O (stereo not given)
  1%, 0.1%, 1.3%, 2%, -0.6, 81, 0.8%, -2%, 0%, i, 40
14	Nc1ncnc2oc(-c3ccco3)c(-c3ccco3)c12
  3%, 0.3%, 16%, ?, 2.6, 40, 0.2%, 49µM*, -13%, i, 18
15	CCOc1ccc(CCNC(=O)CCc2nnc3ccc(N4CCOCC4)nn23)cc1
  -8%, 4.7%, 2.4%, 5%, -3.7, 57, 0.2%, ·, ·, i, 36
16	CSCC(C)N1CCC(CO)(CCCc2ccccc2)CC1 (stereo not given)
  -8%, -2.6%, -2.1%, 1%, -1.2, 47, -0.5%, -3%, -6%, i, 46
17	CN1CC=C2C(C#N)=C(N)C(C#N)(C#N)C(c3ccsc3)C2C1 (stereo not given)
  ?, 0.3%, 1.4%, 12%, -3.7, 68, 0.5%, 17%, -39%, i, 60
18	Cc1cc(NC(=O)CSc2ncnc3c2cnn3-c2cccc(Cl)c2)no1
  -6%, 0.4%, 3.5%, 2%, 0.0, 53, -0.7%, 5%, -4%, i, 24
19	O=C(c1ccc(-c2ccc([N+](=O)[O-])cc2Cl)o1)N1CCOCC1
  -9%, -1.0%, -0.6%, -1%, 1.2, 62, -0.1%, 14%, -1%, i, 64
20	CCn1nc(C)c(NC(=O)CSc2nnc(-c3ccco3)n2C)c1C
  -2%, 4.5%, 0.0%, 6%, -0.3, 43, 0.4%, -2%, 10%, i, 34
21	Cc1cc(C)n2nc(C(=O)N/N=C/c3ccc(Cl)cc3)nc2n1
  -1%, 0.5%, 1.5%, 3%, -0.3, 37, -0.2%, 7%, 3%, i, 29
22	CNC(=O)CSc1nnc(CCc2ccccc2)n1-c1ccccc1
  0%, 5.9%, -0.3%, 7%, -0.1, 52, -0.2%, 1%, 7%, i, 37
23	COc1ccccc1N1CCN(CC(=O)Nc2ccc(C)c(F)c2)CC1
  -1%, 0.5%, 1.7%, 5%, -0.9, 46, -0.4%, 5%, -9%, i, 52
24	Cc1ccccc1NC(=S)c1nc2ccccc2[nH]1
  ·, 0.4%, 6.8%, 3%, ·, ·, -0.6%, 21%, 4%, i, 48
25	O=C(OCC(=O)N1CCCc2ccccc21)c1ccc(Br)o1
  -3%, 0.2%, 1.6%, -3%, 0.8, 39, 0.2%, 3%, 0%, i, 14
26	Cc1ccc(NCCC(=O)c2ccc(Cl)cc2)cc1
  -3%, 0.0%, 1.2%, 10%, 0.7, 63, 0.6%, 5%, 6%, i, 42
27	CCCCCCCN1C=CC(=O)CC1
  -3%, -0.4%, -0.3%, 8%, -4.2, 78, -0.2%, 8%, 4%, ·, ·
28	COC(=O)c1ccc2c(=O)n(-c3ccccc3)c(SCN3C(=O)c4ccccc4C3=O)nc2c1
  2%, 0.9%[50 µM], 1.0%, 6%, 3.3, 67, -0.2%, 10%, -9%, i, 16
29	NC(=O)[C@@H]1CCCN1Cc1nc(Cc2ccccc2F)no1
  -3%, -0.2%, 1.2%, 7%, 0.8, 68, -0.6%, 6%, 3%, i, 34
30	Oc1ccccc1N=Nc1nc(-c2ccccc2)c(-c2ccccc2)[nH]1
  7%, -0.4%, -0.6%, 15%, 18, 39, ?, -9%, 26%, i, 13
31	CCN(CC)S(=O)(=O)c1cc(NC(=O)C(C)N2CCc3ccccc32)ccc1C (stereo not given)
  -6%, 0.3%, ?, 6%, -0.3, 46, -2.0%, 6%, -4%, i, 32
32	Cn1cc(Cl)c(C(=O)NC2CCCC2)n1
  -3%, 1.2%, -0.1%, 5%, 1.8, 55, 0.3%, 4%, 8%, i, 28
33	O=C(CCNC(=O)Cn1ccc2ccccc2c1=O)NCCN1CCc2ccccc2C1
  1%, -3.4%, 0.9%, 0%, -0.7, 48, 0.1%, 6%, 10%, i, 7
34	Cc1ccc(S(=O)(=O)Nc2cccc(C(=O)NCC(c3ccccc3)N(C)C)c2)cc1F (stereo not given)
  -6%, 0.7%[50 µM], -1.4%, 12%, 2.9, 52, ·, 11%, 8%, i, 34
35	Cc1nc(SCc2c(F)cccc2Cl)n[nH]1
  -7%, -0.6%, 0.6%, -4%, 0.6, 103, 0.1%, 8%, -6%, i, 11
36	O=[N+]([O-])c1nn(-c2ccc3c(c2)OCCO3)n(O)c1=NCCC1=CCCCC1
  -2%, 0.1%, 6.6%, 3%, 5.2, 59, -1.3%, 24%, -3%, i, 50
37	CC1CC(C)CN(CCCNC(=O)CC2Oc3ccccc3NC2=O)C1 (stereo not given)
  -4%, i, -0.2%, 4%, -0.7, 66, -0.1%, -1%, -11%, i, 39
38	COC(=O)C(C)Sc1nnc(Cc2cc(=O)[nH]c(=O)[nH]2)n1-c1ccc(OC)cc1 (stereo not given)
  15%, 1.9%, -0.4%, -1%, -3.1, 60, -1.3%, 1%, 9%, i, 37
39	CCCOc1cccc(C(=O)NCCCNC(=O)c2cccnc2)c1
  2%, 0.2%, 4.0%, 10%, 0.8, 73, -0.4%, 8%, -3%, i, 64
40	O=c1oc(CCO)cc2ccccc12
  -4%, 0.7%, ·, 4%, 0.0, 50, ·, ·, ·, i, 17
41	O=C(O)CNS(=O)(=O)c1ccc2c(c1)CCCC2
  4%, 0.1%, 0.2%, 6%, 0.4, 59, 0.1%, 2%, -4%, i, 55
42	COc1cc(C=O)ccc1OCCCOc1ccccc1[N+](=O)[O-]
  -2%, -2.9%, 11%, 5%, -0.6, 71, -0.2%, -41%, 32%, i, 25
43	CCOC(=O)c1c(C)[nH]c(C(=O)CSc2nnc(Nc3ccccc3F)s2)c1C
  1%, 3.0%, 12%, 6%, 4.7, 47, -1.0%, 2%, -4%, i, 53
44	O=C(Cn1cc(Cl)ccc1=O)c1ccc(Cl)cc1
  8%, 0.1%, 0.2%, 0%, -0.5, 96, -0.5%, 4%, 6%, i, 55
45	O=C(CSc1nnc(-c2ccccc2)c(-c2ccccc2)n1)Nc1ncc(Cl)cc1Cl
  -3%, -5.5%, 9.4%, 3%, 2.1, 48, -0.3%, 7%, -9%, i, 30
46	O=C(CC(=O)N/N=C\c1ccc(F)cc1)NCCc1ccccc1
  -6%, -2.2%, -0.1%, 4%, 0.2, 90, 0.0%, ·, ·, i, 27
47	Cc1nn(S(=O)(=O)c2ccccc2)c(C)c1Sc1ccc([N+](=O)[O-])cc1
  -6%, -0.7%, 0.1%, 4%, 2.0, 41, -0.4%, 9%, 7%, i, 42
48	O=C(N/N=C/c1ccco1)c1cccc(S(=O)(=O)Nc2ccccc2Cl)c1
  4%, 0.9%[50 µM], 1.9%, -8%, -1.3, 42, -0.4%, 13%, 52%, i, 41
49	O=C(CSc1nnc(-c2ccccc2)o1)Nn1cnnc1
  -2%, 4.0%, ·, 3%, 0.3, 74, 0.3%, 0%, -9%, i, 29
50	CCOC(=O)/C(C#N)=C\C1=C(N2CCCC2)CC(C)(C)OC1
  ·, 0.5%, 1.1%, 1%, 1.6, 29, 0.0%, 5%, 5%, i, 50
51	Cc1[nH]c2ccc(C(=O)OCC(=O)NC3(C#N)CCCCC3)cc2c1C
  -9%, 0.7%[50 µM], 1.6%, 10%, 0.4, 93, ·, 4%, 3%, i, 29

Hits appear at their usual frequency. Share with any hit: about 1.5%.
